# GCN5L2 inh – blocks human GCN5L2 histone acetyltransferase | Q92830 | GCN5L2 HAT assay, ThioGlo1 CoA-SH fluorescence | Potency, µM (titrated, usually from 58.9 µM), inactives show at the highest dose activity change, negative = inhibition, hits mostly inhibitors | 0.21% of 390,000 active
#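 qHTS, 1536-well. 20nM enzyme, pH 7.5 HEPES/EDTA/Tween-20 buffer; 15 min compound preinc., RT. Start: 75uM H3(1-25), 70uM AcCoA, 50uM ThioGlo1. Read Ex340/Em540 at t=0 (autofluorescence flag) and t=20 min.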
# TDP1 cell CPT – DT40-hTDP1 cell growth loss with CPT. chicken DT40 Tdp1-/-;hTDP1 cells + 20 nM CPT, ATP luminescence, 48 h. Potency, µM (top dose mostly 46.2 µM), without a hit: top-dose activity change, negative = growth inhibition, usual class: inhibitors. 12% of 420,000 active. AID 686979; further: nearly all actives have a fitted effect of over 55% in size
#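 Cell growth measured by CellTiter-Glo luminescence after a minimum 48 h, 37 C compound exposure with 20 nM CPT in Tdp1-knockout DT40 cells stably expressing hTDP1, seeded 400/well; qHTS titration format.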
# FEN1 inhibitor – blocks human flap endonuclease 1; P39748; Recombinant FEN1 flap cleavage, fluorescence, 15 min; Potency, µM (series often up to 114 µM), without a hit: at the highest dose activity change, negative = inhibition, actives largely listed as inhibitors; 0.35% of 390,000 active; further: nearly all actives have a fitted effect of over 65% in size
# Target sequence (P39748 whole entry, looked up): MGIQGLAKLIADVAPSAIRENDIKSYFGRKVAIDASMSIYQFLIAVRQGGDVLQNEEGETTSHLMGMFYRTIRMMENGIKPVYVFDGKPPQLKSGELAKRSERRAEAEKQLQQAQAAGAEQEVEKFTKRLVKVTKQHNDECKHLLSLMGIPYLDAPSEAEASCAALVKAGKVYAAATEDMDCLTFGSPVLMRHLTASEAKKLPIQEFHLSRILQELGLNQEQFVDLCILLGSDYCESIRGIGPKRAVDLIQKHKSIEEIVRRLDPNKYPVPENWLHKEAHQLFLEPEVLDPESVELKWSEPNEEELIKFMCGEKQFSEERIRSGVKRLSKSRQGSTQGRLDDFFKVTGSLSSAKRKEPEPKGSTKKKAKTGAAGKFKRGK
#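 Quantitative HTS format: each compound was titrated, incubated with 10 nM nuclease for 15 min at room temperature, then challenged with flap substrate at 50 nM final. Signal change over 15 min gave concentration–effect curves.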
# Numbers without * were called inactive; ? = inconclusive; . = not tested or not shown; & = joins results of further samples. The call rests on the fitted dose curve; in most records, active means well fitted curve in the direction sought with a large enough effect; inconclusive means small, poorly fitted or top-dose-only effect, or another doubt; inactive means no such curve, though single readings can be large; an effect the other way counts as inactive or inconclusive. On the % scale 0 is the no-effect control and ±100 the full control effect; potency means the concentration at half of the fitted maximal effect.
SMILES,GCN5L2 inh,TDP1 cell CPT,FEN1 inhibitor
CCN(CC)CCN1C(=O)C(=O)/C(=C(/O)c2ccc(OC(C)C)cc2)C1c1ccncc1 (stereo unspecified),-3%,-6%,-3%
Cc1cccc([N+](=O)[O-])c1NC(=O)COC(=O)c1nc2nccc(C)n2n1,-1%,-11%,-12%
CC1=C(C(=O)NC2CC(C)(C)Cc3c2cnn3-c2ccc(C)cc2)OCCO1 (stereo unspecified),1%,?,-1%
Cc1ccc(S(=O)(=O)N(Cc2n[nH]c(=S)n2-c2ccccc2)c2cccc(Cl)c2)cc1,12%,-4%,-15%
O=C(Cn1nnc2ccccc2c1=O)N[C@H](C(=O)O)c1ccccc1,0%,?,8%
CN(C(=O)COC(=O)C1c2ccccc2Oc2ccccc21)C1CCS(=O)(=O)C1 (stereo unspecified),0%,-3%,1%
COc1cc(OC)nc(Oc2ccccc2C(=O)Oc2cccc(C)c2)n1,-5%,?,-23%
Cc1cc(C)nc(SCc2nnc(SCC(=O)N3CCCc4ccccc43)n2C)n1,-4%,22%,-1%
O=C(OCC1CCCO1)c1ccc2c(c1)N(Cc1ccc(F)cc1)C(=O)c1ccccc1S2(=O)=O (stereo unspecified),-14%,-23%,11%
CN1CCCC(OC(=O)c2ccc(C#N)cc2)C1 (stereo unspecified),?,4%,-15%
Cn1c(=O)c2ncn(CC(=O)N/N=C/C=C/c3ccccc3)c2n(C)c1=O,-3%,-2%,-11%
Cc1cc(C(=O)COC(=O)CNC(=O)c2ccc(F)cc2)c(C)n1Cc1ccco1,-2%,-1%,-8%
Cc1ccc(C)c(S(=O)(=O)Nc2nc(C)c(C(=O)Nc3ccccc3)s2)c1,-2%,-11%,-1%
O=C(C1CCN(S(=O)(=O)c2ccccc2)CC1)N1CCOCC1,-1%,6%,-1%
Cc1c(Cl)cccc1NC(=O)C1NC(=O)CC1c1ccccc1 (stereo unspecified),-14%,-17%,16%
O=C(CN1CCCSc2ccccc21)N1CCN(S(=O)(=O)c2ccccc2)CC1,-23%,?,0%
COc1ccc(CCNC(=O)c2nnn(CC(=O)Nc3ccc(C)cc3C)c2N)cc1OC,-12%,-3%,0%
CC(C)CCn1c(SCC(=O)OCn2nnc3ccccc3c2=O)nc2ccccc2c1=O,-4%,-30%,12%
COCc1nnc(NC(=O)c2ccc(S(=O)(=O)N3CCCc4ccccc43)cc2)o1,-8%,23µM*,-13%
CCOc1ccc(C(=O)Nc2ccc(C(F)(F)F)n(C)c2=O)cc1,-5%,12%,0%
Cc1c(C(=O)N(Cc2ccc(N(C)C)cc2)CC2CCCO2)oc2ccccc12 (stereo unspecified),-9%&-5%,23µM*,11%&-18%
Cc1cccc2c1Sc1ccccc1CC2=O,-11%,-21%,3%
O=C(Cn1nnc(-c2cccs2)n1)Nc1ccccc1C(F)(F)F,-7%,1%,0%
O=c1c2c([nH]c3ccccc13)C(=C1CCCC1)CC2,-13%,23µM*,-7%
Cc1ccc(Cn2c(=N)n(CC(O)c3ccco3)c3ccccc32)cc1 (stereo unspecified),2%,-84%,5%
O=C(Nc1ccc(Cl)cc1)OCc1cncs1,-3%,?,8%
O=C(Nc1ccc(O)c(-c2nc3ccccc3o2)c1)c1ccco1,-22%,.,-11%
CCc1c(C)nc2[nH]nc(-c3ccccc3C)n2c1=O,4%,?,12%
Nc1ncnc2c1ncn2[C@@H]1O[C@H](CO)[C@@H](O)[C@@H]1O,.,0.46µM*,-4%
Cc1nn(-c2ccccc2)c(C)c1C(=O)OCC(=O)Nc1ccccc1C(F)(F)F,-5%,?,19%

# At a glance, some entries already given:
SMILES,GCN5L2 inh,TDP1 cell CPT,FEN1 inhibitor
CCN(CC)CCN1C(=O)C(=O)/C(=C(/O)c2ccc(OC(C)C)cc2)C1c1ccncc1 (stereo unspecified),-3%,-6%,-3%
Cc1cccc([N+](=O)[O-])c1NC(=O)COC(=O)c1nc2nccc(C)n2n1,-1%,-11%,-12%
CC1=C(C(=O)NC2CC(C)(C)Cc3c2cnn3-c2ccc(C)cc2)OCCO1 (stereo unspecified),1%,?,-1%
Cc1ccc(S(=O)(=O)N(Cc2n[nH]c(=S)n2-c2ccccc2)c2cccc(Cl)c2)cc1,12%,-4%,-15%
O=C(Cn1nnc2ccccc2c1=O)N[C@H](C(=O)O)c1ccccc1,0%,?,8%
CN(C(=O)COC(=O)C1c2ccccc2Oc2ccccc21)C1CCS(=O)(=O)C1 (stereo unspecified),0%,-3%,1%
COc1cc(OC)nc(Oc2ccccc2C(=O)Oc2cccc(C)c2)n1,-5%,?,-23%
Cc1cc(C)nc(SCc2nnc(SCC(=O)N3CCCc4ccccc43)n2C)n1,-4%,22%,-1%
O=C(OCC1CCCO1)c1ccc2c(c1)N(Cc1ccc(F)cc1)C(=O)c1ccccc1S2(=O)=O (stereo unspecified),-14%,-23%,11%
CN1CCCC(OC(=O)c2ccc(C#N)cc2)C1 (stereo unspecified),?,4%,-15%
Cn1c(=O)c2ncn(CC(=O)N/N=C/C=C/c3ccccc3)c2n(C)c1=O,-3%,-2%,-11%
Cc1cc(C(=O)COC(=O)CNC(=O)c2ccc(F)cc2)c(C)n1Cc1ccco1,-2%,-1%,-8%
Cc1ccc(C)c(S(=O)(=O)Nc2nc(C)c(C(=O)Nc3ccccc3)s2)c1,-2%,-11%,-1%
O=C(C1CCN(S(=O)(=O)c2ccccc2)CC1)N1CCOCC1,-1%,6%,-1%
Cc1c(Cl)cccc1NC(=O)C1NC(=O)CC1c1ccccc1 (stereo unspecified),-14%,-17%,16%
O=C(CN1CCCSc2ccccc21)N1CCN(S(=O)(=O)c2ccccc2)CC1,-23%,?,0%
COc1ccc(CCNC(=O)c2nnn(CC(=O)Nc3ccc(C)cc3C)c2N)cc1OC,-12%,-3%,0%
CC(C)CCn1c(SCC(=O)OCn2nnc3ccccc3c2=O)nc2ccccc2c1=O,-4%,-30%,12%
COCc1nnc(NC(=O)c2ccc(S(=O)(=O)N3CCCc4ccccc43)cc2)o1,-8%,23µM*,-13%
CCOc1ccc(C(=O)Nc2ccc(C(F)(F)F)n(C)c2=O)cc1,-5%,12%,0%

# New compounds follow:
SMILES,GCN5L2 inh,TDP1 cell CPT,FEN1 inhibitor
CC(C)(C)C1CCC(C(=O)Nc2cccnc2)CC1 (stereo unspecified),-3%,?,13%
c1csc(CNc2ncnc3ccc(-c4ccoc4)cc23)c1,-11%&-2%&-12%,?,-7%
COc1ccc(C2=NN(CN3C(=O)C(=O)c4ccccc43)C(c3cccc([N+](=O)[O-])c3)C2)cc1 (stereo unspecified),-7%,?,-3%
COc1cc(C(=S)N2CCCC2)ccc1OC(=O)c1ccc(Cl)cc1[N+](=O)[O-],-13%,?,-1%
CCOc1ccc(OCCn2ccnc2)cc1,-3%,-21%,1%
Cc1nnc(SC(C)C(=O)Nc2nccs2)s1 (stereo unspecified),-8%,-11%,-2%
Cc1c(CC(=O)NCC(=O)O)c(=O)oc2cc3c(cc12)CCC(C)(C)O3,12%,-2%,2%
CCn1nc(NS(=O)(=O)c2ccc([N+](=O)[O-])cc2)c2cc3cc(C)ccc3nc21,-5%,-22%,-4%
CC(=O)c1ccc(S(=O)(=O)Nc2ccc3c(c2)OCO3)cc1,-1%,-21%,10%
O=C(/C=C/c1ccco1)N/C(=C\c1ccccc1)C(=O)NCCc1nc2ccccc2[nH]1,1%,-27%,2%
COc1ccc(-c2nc(CS(=O)(=O)CC(=O)NCCc3cc(OC)ccc3OC)c(C)o2)cc1,-3%,?,-12%
COc1cccc(OC)c1C(=O)Nc1ccc(Cc2ccncc2)cc1,-5%,2%,-4%
CC(C)Cc1ccc(/C=C/C(=O)N2CCCCC2)cc1,-6%,-29%,-2%
CCOC(=O)CC(=O)NC1(Cc2ccc(O)cc2)CCCCC1,0%,1%,-4%
C=CCNC(=O)CSc1nnc(-c2ccccc2Br)n1-c1cccc(C(F)(F)F)c1,-1%,?,-10%
Cc1ccc2nc(CSc3nnc(-c4ccco4)n3-c3ccccc3)cc(=O)n2c1,.,?,2%
O=C(N/N=C/c1cccnc1)c1cc(-c2ccccc2)nc2ccccc12,-4%,?,-13%
O=C(O)C1CCCCC1C(=O)N1CCCC1 (stereo unspecified),-1%,-19%,5%
CCOC(=O)N1CCN(S(=O)(=O)c2ccc3c4c(cccc24)C(=O)N3)CC1,-23%,-3%,2%
CC1CN(C(=O)CCC(=O)NC(C)c2ccccc2)c2cc(Cl)ccc2O1 (stereo unspecified),-26%,?,-9%
O=C(Nc1ccc(F)cc1)c1ccc2ncsc2c1,-5%,-1%,13%
Cc1nn(CC(=O)N2CCOCC2)c(=O)c2c1sc1ccccc12,-7%,-1%,-5%
Cc1ccc(N2CCN(S(=O)(=O)c3cc(Br)cc4c3N(C(=O)C3CC3)CC4)CC2C)cc1 (stereo unspecified),4%,13µM*,16%
CN(C(=O)C(C)(C)C)c1ccc(OCC(=O)N2CCc3ccccc3C2)cc1,2%,?,1%
Cc1ccccc1C(=O)N1CCN(S(=O)(=O)c2cccs2)CC1,-10%,18%,-4%
CCc1ccc(S(=O)(=O)N2CCN(Cc3ccco3)CC2)cc1,-1%,-14%,-4%
O=S(=O)(/C=C/c1ccccc1)N1CCN(c2cccc(Cl)c2)CC1,-3%,-14%,-6%
CCN(CC)CCCN=Cc1c(-c2ccccc2)[nH]n(-c2nc3ccccc3s2)c1=O,-1%,-22%,-5%
Cc1ccc(N=C(NOC(=O)c2ccccc2)c2nonc2N)c(C)c1,2%,8%,-16%
Cc1ccc(/C=c2\s/c(=C(/C#N)C(=O)N3CCCC3)n(Cc3ccco3)c2=O)s1,-14%,?,-16%
COc1ccc2sc(NC(=O)c3ccco3)nc2c1,1%,?,1%
CCOCCn1c(C(C)C)nc2ccccc21,-5%,-1%,0%
CCOC(=O)c1c(C)n(-c2ccccc2)c2ccc(OC(=O)c3cccc(C)c3)cc12,-3%,?,-17%
Cc1nc2cc(NC(=O)c3ccc(N4C(=O)CCC4=O)cc3)ccc2s1,-3%,7%,-4%
O=C(NCCc1cccc(Cl)c1)c1cc([N+](=O)[O-])ccc1Cl,1%,3%,-7%
CCC(C)(C)NC(=O)C(OC(=O)c1ccco1)c1ccccc1OC (stereo unspecified),-10%,-7%,4%
CCCCc1cc(=O)oc2cc(OCC(=O)N3CCc4ccccc43)ccc12,-5%,-12%,4%
CCCc1nn2c(C)c(-c3ccccc3)nc2s1,-7%,-21%,4%
COc1ccc(/C=N/NC(=O)c2ccc(Br)cc2)cc1CN1CCOCC1,-3%,14%,8%
CCOC(=O)/C(C#N)=C/c1ccc(OC)c(OC)c1,3%,-8%,1%
Cc1c(Cl)cccc1NC(=O)CNS(=O)(=O)c1cccs1,-1%,-4%,12%
Cc1cc(NC(=O)CSCC(=O)N(c2ccc(F)cc2)C(C(=O)NC2CCCCC2)c2ccc(O)c(O)c2)no1 (stereo unspecified),-1%,?,-11%
COc1ccc(CN2CC(=O)N(c3cccc(Cl)c3)C2=S)cc1OC,-4%,-77%,-17%
O=C1c2ccccc2C(=O)N1Cc1nc2ccccc2c(=O)n1CCN1CCOCC1,.,-22%,0%
NC(=O)c1ccsc1NC(=O)CSc1nc2ccccc2c(=O)n1CCCO,-1%,?,-23%
C1CN(CC2COC(CN3CCOCC3)CO2)CCO1 (stereo unspecified),.,7%,-2%
O=C1C(Cl)=C(N2CCOCC2)C(=O)N1c1ccc(Br)cc1,-8%,?,16%
O=C(Cn1c(C(F)(F)F)nc2ccccc21)Nc1ccccc1N1CCOCC1,-4%,-24%,-5%
COC(=O)Cn1c(=O)cnc2ccccc21,-7%,-1%,-12%
O=C(COc1ccc(Br)cc1)NCCCn1ccnc1,-3%,13%,7%
CN1/C(=C\C(=O)CSc2nnc(NCc3ccccc3)s2)C(C)(C)c2ccccc21,-7%,15µM*,-23%
C/C(=N\NC(=O)CCC(=O)N/N=C(\C)c1ccc(C)o1)c1ccc(C)o1,.,-3%,9%
O=C(CCC1CCN(C(=O)c2cc(C(F)(F)F)ccc2Cl)CC1)NC1CC1,-3%,-1%,10%
Cc1csc(SCC(=O)NC2CCCC2)n1,-4%,-4%,20%
O=C(NCCc1ccccc1)c1ccc(CS(=O)Cc2ccc(Cl)cc2)o1 (stereo unspecified),9%&-1%,?,12%&8%
Cc1nn(Cc2ccccc2)c(C)c1NC(=O)CCCn1nc(C)c([N+](=O)[O-])c1C,1%,-6%,0%
COC(=O)CCCCCCCC(=O)Nc1nnc(C(F)(F)F)s1,-1%,0%,3%
CCOC(=O)CC1C(=O)NCCN1C(=S)Nc1ccccc1 (stereo unspecified),3%,-3%,-1%
COc1cc(C(=O)NCC(=O)N2CC=C(c3ccccc3)CC2)cc(OC)c1OC,-2%,16µM*,-3%
COc1ccccc1N1CCN(C(=O)c2ccc(CN3CCc4ccccc4C3)cc2)CC1,0%,16µM*,0%
CN(C)C(CNC(=O)c1ccc(C2SCCS2)cc1)c1ccccc1 (stereo unspecified),2%,?,2%

# Screens from PubChem BioAssay.

# A portion of the library; count on the stated rates, not on these rows.
